PP1 inh – counter-screen for PP5 inhibitors: inhibitors of human PP1-alpha; inhibition, % at 6.7 µM; AID 2235; purified PP1alpha, OMFP fluorescence; 320,000 tested, 0.9% active;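 active means inhibition above the mean inhibition of all tested compounds plus 3 SD, computed separately for each screening campaign, cut at about 15% in these data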
Target sequence (P62136 whole entry, looked up): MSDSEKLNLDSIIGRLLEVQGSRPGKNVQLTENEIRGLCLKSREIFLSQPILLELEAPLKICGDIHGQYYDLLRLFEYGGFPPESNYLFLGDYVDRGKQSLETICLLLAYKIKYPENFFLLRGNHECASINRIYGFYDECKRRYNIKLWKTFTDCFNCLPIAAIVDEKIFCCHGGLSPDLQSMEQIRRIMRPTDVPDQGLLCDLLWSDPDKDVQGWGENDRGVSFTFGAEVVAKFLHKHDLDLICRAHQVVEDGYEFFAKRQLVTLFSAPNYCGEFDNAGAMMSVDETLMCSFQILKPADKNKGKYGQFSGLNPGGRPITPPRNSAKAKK
procasp7 counter – activates human procaspase-7, counter-screen for procaspase-3 activators | P55210 | recombinant procaspase-7, Ac-DEVD-pNA absorbance 405 nm; D23A/D198A/D206A triple mutant, cannot self-cleave; scale: DMSO 0, 5 µM enzyme 100 | activation, % at 8.5 µM | 330,000 tested, 0.093% active | AID 463210;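 active means percent activation above the screen-wide mean plus 3 SD, cut at about 25% in these data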
Target sequence (P55210 whole entry D23A/D198A/D206A): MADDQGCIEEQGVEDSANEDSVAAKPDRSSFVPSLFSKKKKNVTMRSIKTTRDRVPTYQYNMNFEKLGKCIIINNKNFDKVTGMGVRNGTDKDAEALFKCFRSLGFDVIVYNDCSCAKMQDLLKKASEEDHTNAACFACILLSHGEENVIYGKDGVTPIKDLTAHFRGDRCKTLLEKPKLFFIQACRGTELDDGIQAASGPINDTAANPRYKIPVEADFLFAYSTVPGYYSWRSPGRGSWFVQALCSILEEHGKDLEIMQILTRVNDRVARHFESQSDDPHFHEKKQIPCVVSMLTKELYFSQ
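Replicates: singlicate. Assay system: Procaspase-7 triple mutant (PC-7 D3A). Signal: 405 nm absorbance of p-nitroaniline. Times: 1 h preincubation, 2 h reaction. Buffer or medium: Zinc-free HEPES pH 7.4 with 300 mM NaCl, 0.01% Triton X-100. Also added: DEVD-pNA substrate. Benchmarks: DMSO wells as 0%, DMSO with 5 µM added PC-7 as 100%.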
TPT1 inh – inhibitors of Candida albicans tRNA 2'-phosphotransferase TPT1; recombinant caTPT1, FP RNA substrate dephosphorylation; inhibition, % at 5 µM; 300,000 tested, 0.81% active;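 active means inhibition above the mean of all tested compounds plus 3 SD, set per screening campaign, cut at about 24% in these data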;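 further: plate controls were DMSO alone for no effect and ferristatin control at 100 nM for full effect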
PP5 inh – inhibitors of human protein phosphatase 5 (PP5); P53041; inhibition, % at 6.7 µM; 320,000 tested, 0.18% active; AID 1987; purified PP5c, OMFP substrate fluorescence;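 active means inhibition above the campaign's mean inhibition across all tested compounds plus 3 SD, cut at about 9.5% in these data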;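 further: 0% = DMSO only and 100% = 100 µM cantharidin control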
PAFAH2 FP inh – PAFAH2 (human) inhibition. Q99487. recombinant PAFAH2, FP-rhodamine activity probe, fluorescence polarization. inhibition, % at 3.39 µM. 340,000 tested, 0.99% active;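 active means inhibition above the mean over all tested compounds plus 3 SD, cut at about 30% in these data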;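 further: inhibitors block probe labeling of enzyme so polarization drops; 0% = enzyme with DMSO and 100% = wells lacking PAFAH2 protein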
core dimer inh – blocks dimerization of HCV core protein. TR-FRET GST/Flag-core106 dimerization, 1536-well. inhibition, % at 5 µM. 300,000 tested, 0.33% active;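 active means inhibition above the mean of all tested compounds plus 3 SD, set per screening campaign, cut at about 45% in these data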
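Assay system: GST-tagged and Flag-tagged HCV core protein residues 1-106 / Times: compound-protein-antibody incubation 4 h at 22.5 °C / Signal: time-resolved FRET, ex 340 nm, em 617 and 671 nm / Evaluation: % inhibition based on acceptor/donor emission ratio / Benchmarks: wells lacking GST-core106 and wells with excess unlabelled core106 / Repeats: singlicate, one well per compound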
CTSL1 counter – blocks F. hepatica cathepsin L1 in PFM18AAP counter-screen. recombinant F. hepatica cathepsin L1, Z-Leu-Arg-MCA fluorescence. inhibition, % at 5.96 µM. 300,000 tested, 0.49% active;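 active means inhibition above the mean of all tested compounds plus 3 SD, set per screening campaign, cut at about 17% in these data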;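 further: 0% = plate median of test compound wells and 100% = 1 µM Z-Phe-Ala-diazomethylketone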
AHR act – activates the human aryl hydrocarbon receptor; 320,000 tested, 2.5% active; AHR-responsive luciferase reporter cells, luminescence; AID 2796; activation, % at 5 µM; in the data active means activation above about 47%;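 further: 0% = vehicle wells and 100% = reference agonist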
proCasp3 act – procaspase-3 (human) activation; recombinant procaspase-3 D3A, Ac-DEVD-pNA absorbance 405 nm; activation, % at 8.5 µM; 330,000 tested, 0.11% active;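 active means activation above the mean of all tested compounds plus 3 SD, cut at about 21% in these data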;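 further: 0% = DMSO alone and 100% = DMSO wells spiked with extra 5 µM PC-3 D3A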
Target sequence (P42574 whole entry D9A/D28A/D175A): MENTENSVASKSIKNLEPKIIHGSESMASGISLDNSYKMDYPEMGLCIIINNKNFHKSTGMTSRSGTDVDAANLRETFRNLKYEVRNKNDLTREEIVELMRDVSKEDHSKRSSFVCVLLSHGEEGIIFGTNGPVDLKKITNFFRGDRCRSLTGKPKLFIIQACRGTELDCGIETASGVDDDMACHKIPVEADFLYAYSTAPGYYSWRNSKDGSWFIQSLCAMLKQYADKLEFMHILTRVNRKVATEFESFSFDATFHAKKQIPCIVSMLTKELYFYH
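Assay system: Procaspase-3 D3A mutant, all three cleavage aspartates alanine. Buffer or medium: Zinc-free HEPES saline buffer with Triton X-100. Times: 1 h compound preincubation, 2 h substrate hydrolysis at 25 °C. Measured by: 405 nm absorbance of p-nitroaniline, reads at 0 and 120 min. Read-out basis: percent activation relative to control range. Replicates: singlicate.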
Numbers without * were called inactive; . = no result given. Hits appear at their usual frequency. About 5.6% of those tested had a hit in this group.

nr	molecule	PP1 inh	procasp7 counter	TPT1 inh	PP5 inh	PAFAH2 FP inh
1	CCn1nc(C)c([N+](=O)[O-])c1C(=O)NNC(=O)c1ccccc1Cl	-3	0	1	3.6	-3
2	CN1C(=O)N(C)C2(C)CC1(C)N(C)C(=O)N2C	-2	0	4	2.6	-7
3	Cc1ccc(S(=O)(=O)NCC(=O)Nc2ccc3c(c2)OCO3)cc1	1	-3	-2	0.6	-1
4	CCOC(=O)c1ccc(-n2nc(C)cc2C)cc1	1	-7	1	1.7	-3
5	COc1ccc(OC)c2nc(-c3ccncc3)ccc12	-1	8	-4	0.6	-5
6	O=C(COC(=O)CCNS(=O)(=O)c1ccccc1)Nc1ccc(OC(F)F)cc1	1	2	.	2.0	3
7	Cc1ccc(NC(=O)CCOc2ccccc2C)cc1F	3	11	3	2.9	1
8	COc1cc(/C=N/NC(=O)c2ccc(-c3ccccc3)cc2)cc(OC)c1OC	4	4	-1	3.6	-8
9	COc1cc(C2SCC(=O)N2Cc2ccccc2)ccc1O (stereo unspecified)	0	3	0	1.8	-1
10	COc1ccc(-c2nnc(N(C)C(=O)c3ccco3)s2)cc1OC	3	6	-2	2.9	0

nr	core dimer inh	CTSL1 counter	AHR act	proCasp3 act
1	-2	2	2	0
2	1	0	1	8
3	4	0	7	-2
4	-4	9	-2	-4
5	-1	1	22	5
6	.	.	-1	7
7	-4	2	2	2
8	-3	1	11	-1
9	8	-2	0	3
10	-1	1	-2	-7

Complete entries from above. Order of screens: PP1 inh	procasp7 counter	TPT1 inh	PP5 inh	PAFAH2 FP inh	core dimer inh	CTSL1 counter	AHR act	proCasp3 act
COc1cc(C2SCC(=O)N2Cc2ccccc2)ccc1O (stereo unspecified) as listed: 0	3	0	1.8	-1	8	-2	0	3
COc1cc(/C=N/NC(=O)c2ccc(-c3ccccc3)cc2)cc(OC)c1OC as listed: 4	4	-1	3.6	-8	-3	1	11	-1
CCOC(=O)c1ccc(-n2nc(C)cc2C)cc1 as listed: 1	-7	1	1.7	-3	-4	9	-2	-4
CN1C(=O)N(C)C2(C)CC1(C)N(C)C(=O)N2C as listed: -2	0	4	2.6	-7	1	0	1	8
COc1ccc(OC)c2nc(-c3ccncc3)ccc12 as listed: -1	8	-4	0.6	-5	-1	1	22	5

Remaining list, next part
nr	molecule	PP1 inh	procasp7 counter	TPT1 inh	PP5 inh	PAFAH2 FP inh
11	COc1ccc(C2N(c3ccccc3)C(=S)N3CCCN23)cc1 (stereo unspecified)	0	-5	-2	-1.3	-3
12	Cc1ccc2nc(NC(=O)Cn3cc4c(n3)CCCCC4)sc2c1	6	-7	-8	3.4	5
13	COc1cc(/C=N/NC(=O)c2cc3c(ccc4ccccc43)o2)cc(OC)c1O	1	-10	1	2.2	-9
14	O=C(c1cccc(F)c1)N1CCN(C(=O)C2CC2)CC1	-2	0	-3	0.4	-12
15	COc1ccc(OC)c(CNc2ncc(-c3cccc([N+](=O)[O-])c3)n2C)c1	4	8	-2	3.2	3
16	COc1ccc(NC(=S)NNC(=O)C(C)n2nc(C)c([N+](=O)[O-])c2C)cc1 (stereo unspecified)	-4	-8	-3	-0.5	3
17	CCCN(CC(=O)Nc1ccc(Cl)cc1Cl)Cc1cc(=O)n2ccsc2n1	-1	6	6	0.3	11
18	O=C(COc1ccc(C(=O)c2ccc(F)cc2)cc1)NCc1ccc(F)cc1	2	9	-1	0.7	0
19	O=C(OC1CCN(c2ncc(C(F)(F)F)cc2Cl)CC1)c1ccc(Cl)cc1	0	16	-2	-1.4	6
20	C[C@H]1CN([C@@H](C)CO)C(=O)Cc2cc(NC(=O)Cc3cn(C)c4ccccc34)ccc2O[C@@H]1CN(C)S(=O)(=O)c1cn(C)cn1	.	14	.	.	7

nr	core dimer inh	CTSL1 counter	AHR act	proCasp3 act
11	-2	0	-3	5
12	3	-3	-2	6
13	9	0	30	-2
14	-10	-4	-1	2
15	2	-4	-4	7
16	-1	0	0	-2
17	-6	1	11	8
18	2	-2	3	-3
19	1	-2	-1	5
20	.	.	12	5

Following part.
nr	molecule	PP1 inh	procasp7 counter	TPT1 inh	PP5 inh	PAFAH2 FP inh
21	Cn1cc(CN2CCN(CCO)CC2)c(-c2ccc(Oc3ccccc3)cc2)n1	-6	11	6	8.3	3
22	COC(=O)COc1ccc2occ(C(C)=O)c2c1	0	1	-1	2.5	5
23	Cc1cc(C)c2oc(C(=O)N(Cc3ccccc3)C3CCS(=O)(=O)C3)cc(=O)c2c1 (stereo unspecified)	0	-1	2	1.5	-4
24	C/C(=N\NC(N)=O)c1ccc(-n2ccnc2)cc1	5	6	-1	2.3	-2
25	COC(=O)CCC(=O)N1CCOCCOCCN(C(=O)CCC(=O)OC)CCOCCOCC1	-3	3	-4	1.9	6
26	Cc1cccc(-n2ncc3c2CCCC3NC(=O)Cn2cccn2)c1C (stereo unspecified)	2	0	-2	-1.5	2
27	Cc1ccccc1Nc1nnc(C)c(=O)[nH]1	-1	-1	2	0.7	5
28	CCNc1ccc(C(=O)OCC(=O)N2CCCC2)cc1[N+](=O)[O-]	0	-1	0	3.7	5
29	COc1cc(C(=O)NCCc2cc3c(OC)ccc(OC)c3[nH]c2=O)cc(OC)c1OC	0	-5	2	3.4	-5
30	O=C(CCNC(=O)c1ccco1)Nc1ccccc1OC(F)F	1	-1	1	2.2	4

nr	core dimer inh	CTSL1 counter	AHR act	proCasp3 act
21	2	-2	2	-1
22	2	2	-1	4
23	1	3	-3	-5
24	5	-4	35	-8
25	-6	-2	-1	-4
26	-1	2	4	-7
27	-4	0	5	-1
28	0	1	3	-3
29	0	-1	3	3
30	-3	-2	2	-1

Additional structures.
nr	molecule	PP1 inh	procasp7 counter	TPT1 inh	PP5 inh	PAFAH2 FP inh
31	CCOC(=O)c1ccc(N2CCN(c3ccccc3F)CC2)c(NC(=O)Nc2cccc(OC)c2)c1	3	8	-3	6.1	-10
32	CN1CCN(c2ccc(Cl)cc2NC(=O)CC2OC(=O)c3ccccc32)CC1 (stereo unspecified)	-4	-1	-1	0.1	-7
33	CN1CCN(C(=O)c2cc3nc(-c4ccccc4)cc(C(F)(F)F)n3n2)CC1	0	-7	0	0.8	4
34	Cc1ccc(NC(=O)CSc2nc(CSc3ccc(C)cc3)cc(=O)[nH]2)cc1	11	4	2	-2.2	-2
35	COc1ccc(NCC(=O)Nc2ccc(Cl)cc2C)c(OC)c1	2	-22	5	1.4	-4
36	CSc1ncccc1C(=O)OCC(=O)c1ccccc1Br	-3	7	-3	-0.2	3
37	Cn1cnc(Sc2ncnc3nc[nH]c23)c1[N+](=O)[O-]	-3	-18	1	-0.7	3
38	CCOC(=O)C1CCCN(C(=O)COc2ccc(S(=O)(=O)N(CC)c3ccccc3)cc2)C1 (stereo unspecified)	-12	-10	-1	2.5	1
39	COC(=O)Cn1c(=O)c2c(nc3n2CCCN3Cc2ccccc2)n(C)c1=O	-2	2	-5	0.0	4
40	Cc1cc(C)c2c(=O)[nH]c(SCC(=O)N3CCCCC3)nc2n1	1	3	-2	-1.0	3

nr	core dimer inh	CTSL1 counter	AHR act	proCasp3 act
31	13	-3	7	7
32	0	-9	0	7
33	-3	1	-1	4
34	24	-4	1	-4
35	0	5	6	-11
36	-3	0	1	7
37	-3	2	-1	-1
38	6	-9	4	-2
39	3	-2	2	-11
40	-2	1	1	6

Further compounds follow:
nr	molecule	PP1 inh	procasp7 counter	TPT1 inh	PP5 inh	PAFAH2 FP inh
41	COCCn1c(=S)[nH]c2cc(C(=O)N3CCc4ccccc4C3)ccc2c1=O	-1	-3	-1	-0.1	1
42	COCc1cc(C)nc2oc(C(=O)c3ccccc3)c(N)c12	-3	-16	1	-1.0	3
43	O=C(NCCO)C(=O)Nc1cc2c3c(c1)CCC(=O)N3CCC2	-2	-5	2	-7.8	2
44	COc1ccccc1N(CC(=O)NCc1ccccc1)C(=O)CCC(=O)Nc1ccccn1	2	-1	-2	2.0	1
45	CCOC(=O)C(C)Sc1nc(-c2ccccn2)ncc1OC (stereo unspecified)	13	11	0	1.8	0
46	CC1CCc2c(sc(Nc3nc4c(F)cccc4s3)c2C(N)=O)C1 (stereo unspecified)	-3	-41	48*	3.7	4
47	C/C(=N/NC(=O)CC(=O)N/N=C(\C)c1ccc([N+](=O)[O-])cc1)c1ccc([N+](=O)[O-])cc1	-3	4	-2	1.5	3
48	O=C(Nc1cccs1)N1CCN(c2ncccn2)CC1	-1	-14	-1	1.1	-3
49	Cc1nc(C(=O)N2CCOCC2)sc1C1(C)CC(c2ccccc2)=NO1 (stereo unspecified)	5	2	1	0.7	4
50	COc1cc(OC)cc(C(=O)N2CCN(Cc3ccccc3C(F)(F)F)CC2)c1	7	-4	-3	5.1	-7

nr	core dimer inh	CTSL1 counter	AHR act	proCasp3 act
41	2	2	1	0
42	-4	-1	31	-3
43	-9	3	8	6
44	3	-2	6	-8
45	-4	1	-1	-5
46	0	-1	56*	-19
47	5	-4	-3	-5
48	4	0	1	0
49	-7	-5	0	3
50	-3	7	4	-4
